Nrf2 inh: Nrf2 pathway inhibition; hit rate 2.1% among 360,000; Potency, µM (doses to about 46 µM), without a hit: at the top dose activity change, negative = inhibition, most hits filed as inhibitors; A549 ARE-Fluc reporter, luciferase luminescence, 18-24 h; further: potency means the concentration at half of the fitted maximal effect; on the % scale 0 is the no-effect control and ±100 the full control effect; nearly all actives have a fitted effect of over 60% in size
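A549 ARE_Fluc cells, 5000/well, 5% FBS OPTI-MEM; compounds in dose-response, 18-24 h at 37 °C/5% CO2; CellTiter-Fluor viability read (Ex 405/Em 525), then BugLite luciferase luminescence = Nrf2 activity.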
MCF10A rereplic: induces DNA re-replication in MCF 10a normal breast cells; Potency, µM (titrated, usually from 46.1 µM), without a hit: at the highest dose activity, positive = re-replication, usual class: activators; hit rate 2.9% among 350,000; MCF 10A DNA re-replication, Hoechst nuclear intensity, 48 h; further: potency means the concentration at half of the fitted maximal effect; % of control where 0% means no effect; nearly all actives have a fitted effect of over 50% in size
HepG2 tox: kills HepG2 cells in TGF-b inhibitor counter-screen; HepG2 CAGA-GFP viability, ATP luminescence, 18 h; Potency, µM (top dose mostly 46.1 µM), inactives show top-dose activity change, negative = cytotoxicity, actives largely listed as cytotoxic; hit rate 0.76% among 410,000; further: potency means the concentration at half of the fitted maximal effect; some results filed as inactive show a strong effect at the top dose
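CellTiter-Glo luminescence gave cytotoxicity after 18 hours at 37 degrees C. The cells were HepG2 CAGA-GFP in 1% FBS DMEM, stimulated with 500 pg/mL TGF-beta after compound addition. %Activity was normalised to no-cell wells (complete cell-killing) and DMSO (no toxicity), and curves were fitted and classified.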
TGFb inhibitor: TGF-b pathway inhibition. HepG2 CAGA-GFP TGF-b/SMAD3 reporter, GFP fluorescence, 18 h; TGF-beta stimulated, 500 pg/mL final. Potency, µM (titrated, usually from 46.1 µM), for the others: at the highest dose activity, negative = inhibition, most hits filed as inhibitors. hit rate 1.2% among 410,000. AID 588855; further: potency means the concentration at half of the fitted maximal effect; on the % scale 0 is the no-effect control and ±100 the full control effect; nearly all actives have a fitted effect of over 65% in size
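Smad-responsive CAGA-GFP expression was quantified in HEPG2 cells exposed to compounds and 500 pg/mL final TGF-beta for 18 h at 37 degrees C; unstimulated wells defined full inhibition.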
Nrf2 activator: Nrf2 pathway activation. AREc32 ARE-luciferase reporter (MCF7-derived line), luminescence, 24 h. Potency, µM (titrated, usually from 46.1 µM), without a hit: at the highest dose activation, hits mostly activators. hit rate 0.31% among 410,000. AID 624171; further: potency means the concentration at half of the fitted maximal effect; % of control where 0% means no effect; nearly all actives have a fitted effect of over 65% in size
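Luciferase luminescence (Steady-Glo, 30 min at room temperature) served as the read-out of ARE activation in AREc32 cells treated with compounds for 24 hr at 37 deg C.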
IL1B secr inh: inflammasome signaling inhibition, IL-1 beta readout | hit rate 4.7% among 360,000 | activity change, % at 57.5 µM | THP-1 LPS/ATP IL-1B secretion, AlphaLISA, 16 h; stronger effect = lower value; in the data active means activity change below about -50%; inconclusive means mostly about -30% to -49%; further: on the % scale 0 is the no-effect control and ±100 the full control effect
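Secreted IL-1B measured by AlphaLISA bead assay after 16 h compound exposure of THP-1 cells; compounds (final up to 57.5 uM) added 1 h before LPS (250 ng/mL) and ATP (1.25 mM) stimulation; lower signal means less secretion.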
A549 viability: A549 cytotoxicity, counter-screen for Nrf2 inhibitors | A549 ARE-Fluc cells, CellTiter-Fluor viability, 18-24 h | Potency, µM (top dose mostly 46 µM), inactives show top-dose activity change, negative = cytotoxicity, usual class: inhibitors | hit rate 0.16% among 390,000 | AID 504648; further: potency means the concentration at half of the fitted maximal effect; on the % scale 0 is the no-effect control and ±100 the full control effect
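Cytotoxicity counterscreen: CellTiter-Fluor fluorescence was measured in A549 ARE_Fluc cells after 18-24 h of compound exposure in a concentration series. The subsequent BugLite luminescent read reports ARE-luciferase activity.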
ATXN2 expr inh: inhibitors of ATXN2 expression; hit rate 0.72% among 360,000; AID 1745845; Potency, µM (titrated, usually from 57 µM), for the others: at the top dose activity change, negative = inhibition, usual class: inhibitors; HEK-293 ATXN2-luciferase reporter, luminescence, 24 h; further: potency means the concentration at half of the fitted maximal effect; on the % scale 0 is the no-effect control and ±100 the full control effect; nearly all actives have a fitted effect of over 55% in size
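ATXN2-luciferase reporter cells (luciferase flanked by upstream and downstream ATXN2 gene portions) were treated 24 h at 37 °C with compounds at up to 57 uM. SteadyGlo luminescence gave expression; GF-AFC fluorescence gave viability.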
S2 tox: cell viability loss in ATXN counter-screen; Potency, µM (titrated, usually from 56.7 µM), most hits filed as cytotoxic; hit rate 0.49% among 400,000; S2 cells (HEK-293 line with an ATXN2-luciferase reporter) viability, CellTiter-Fluor protease fluorescence, 24 h; AID 651635; further: potency means the concentration at half of the fitted maximal effect; nearly all actives have a fitted effect of over 40% in size
* marks the source's active call; other numbers are inactive results; i = inactive; ? = inconclusive; . = not tested or not shown; & = joins results of further samples; [ ] = another dose, or the depositor's remark. Unless noted, the call rests on the fitted dose curve; in most records, active means well fitted curve in the direction sought with a large enough effect; inconclusive means small, poorly fitted or top-dose-only effect, or another doubt; inactive means no such curve, though single readings can be large; an effect the other way counts as inactive or inconclusive.

Fields: MCF10A rereplic	IL1B secr inh	ATXN2 expr inh	A549 viability	S2 tox	HepG2 tox	Nrf2 activator	TGFb inhibitor	Nrf2 inh
1) CCOC(=O)c1nc(Nc2ccc(C(C)=O)cc2)c2ccccc2n1
    18%	-11	-1%&10%	-5%&1%	i	-28%&-29%	0.9%&6.7%	-2%&-27%	-6%&-15%
2) Cc1ccc(-c2ccc(/C=C/C(=O)c3ccccc3)o2)cc1
    ?	-79*	5%	-3%	i	0%	4.3%	15%	-6%
3) Cc1ccc(CNC(=O)CSc2nc3ccsc3c(=O)n2Cc2ccccc2F)cc1
    .	.	.	-3%	.	-16%	-0.5%	0%	.
4) CCOC(=O)c1sc(N)c(C#N)c1COC(=O)CNC(=O)c1cc(OC)c(OC)c(OC)c1
    2%	6	1%	-9%	i	5%	-0.6%	12%	-25%
5) COCCN1C(=O)c2oc3cc(C)c(C)cc3c(=O)c2C1c1cccc(O)c1 (stereo unspecified)
    -190%[0.0737 µM]	-29	-3%	-12%	i	-8%	-0.2%	-12%	-28%
6) O=C1CN(c2nnnn2-c2ccccc2)CCN1
    ?	1	11%	6%	i	-3%	0.2%	-9%	14%
7) Cc1ccc(S(=O)(=O)N/N=C\c2ccc([N+](=O)[O-])o2)cc1
    ?	-60*	3%	-10%	i	-19%	6.7%	-11%	-5%
8) Cc1csc(NC(=O)C2CCCO2)n1 (stereo unspecified)
    -2%	8	7%	0%	i	5%	0.1%	4%	-1%
9) O=C(Nc1cccc(Cl)c1)N1CCC(CO)(CCOc2ccccc2)CC1
    1%	5	.	0%	i	2%	2.7%	?	?
10) Cc1cnc(NC(=O)Cc2cccs2)s1
    12%	-2	.	4%	i	-2%	-0.7%	4%	?
11) COC(=O)C1=CN(Cc2cccs2)C=C(C(=O)OC)C1c1cccc(Cl)c1
    7.3µM*	-29	-18%	3%	?	10µM*	5.9%	?	?
12) CCc1nc(SCC(=O)Nc2ccc(F)cc2)c2c(=O)n(C)c(=O)n(C)c2n1
    1%	0	-11%	-1%	?	-30%	-0.5%	-6%	12%
13) Cc1ccc(CN(Cc2ccco2)C(=O)COc2ccc(C(C)C)cc2)cc1
    .	.	.	7%	.	-56%	-1.0%	?	18µM*
14) O=C(NCc1ccccc1Cl)c1cccc(OC2CCN(C(=O)C3CC3)CC2)c1
    13%	-2	-3%	-13%	i	-18%	-0.2%	2%	?
15) COc1ccc(-c2nc3sc(CCNC(=O)C(=O)Nc4ccccc4C#N)c(C)n3n2)cc1
    .	.	.	-2%	.	9%	0.4%	-2%	.

An excerpt from above in order of count of non-hydrogen atoms, descending.
Fields: MCF10A rereplic	IL1B secr inh	ATXN2 expr inh	A549 viability	S2 tox	HepG2 tox	Nrf2 activator	TGFb inhibitor	Nrf2 inh
4) CCOC(=O)c1sc(N)c(C#N)c1COC(=O)CNC(=O)c1cc(OC)c(OC)c(OC)c1
    2%	6	1%	-9%	i	5%	-0.6%	12%	-25%
3) Cc1ccc(CNC(=O)CSc2nc3ccsc3c(=O)n2Cc2ccccc2F)cc1
    .	.	.	-3%	.	-16%	-0.5%	0%	.
14) O=C(NCc1ccccc1Cl)c1cccc(OC2CCN(C(=O)C3CC3)CC2)c1
    13%	-2	-3%	-13%	i	-18%	-0.2%	2%	?
12) CCc1nc(SCC(=O)Nc2ccc(F)cc2)c2c(=O)n(C)c(=O)n(C)c2n1
    1%	0	-11%	-1%	?	-30%	-0.5%	-6%	12%
9) O=C(Nc1cccc(Cl)c1)N1CCC(CO)(CCOc2ccccc2)CC1
    1%	5	.	0%	i	2%	2.7%	?	?
1) CCOC(=O)c1nc(Nc2ccc(C(C)=O)cc2)c2ccccc2n1
    18%	-11	-1%&10%	-5%&1%	i	-28%&-29%	0.9%&6.7%	-2%&-27%	-6%&-15%
2) Cc1ccc(-c2ccc(/C=C/C(=O)c3ccccc3)o2)cc1
    ?	-79*	5%	-3%	i	0%	4.3%	15%	-6%
7) Cc1ccc(S(=O)(=O)N/N=C\c2ccc([N+](=O)[O-])o2)cc1
    ?	-60*	3%	-10%	i	-19%	6.7%	-11%	-5%
6) O=C1CN(c2nnnn2-c2ccccc2)CCN1
    ?	1	11%	6%	i	-3%	0.2%	-9%	14%
10) Cc1cnc(NC(=O)Cc2cccs2)s1
    12%	-2	.	4%	i	-2%	-0.7%	4%	?
8) Cc1csc(NC(=O)C2CCCO2)n1 (stereo unspecified)
    -2%	8	7%	0%	i	5%	0.1%	4%	-1%

(further entries)
Fields: MCF10A rereplic	IL1B secr inh	ATXN2 expr inh	A549 viability	S2 tox	HepG2 tox	Nrf2 activator	TGFb inhibitor	Nrf2 inh
16) CCCc1nc2oc(C(=O)c3ccccc3)c(N)c2c2c1COC(C)(C)C2
    ?	-5	1%	-15%	i	-28%	-0.3%	0%	-19%
17) CCCC(=O)Nc1ccc(C=C(C(C)=O)C(C)=O)cc1
    18%	-22	-6%	0%	?	-30%	-0.3%	26%	0%
18) C[C@@H](CO)NC(=O)c1nc[nH]c1C(=O)N[C@H](C)c1ccccc1
    .	-4	-7%	.	i	-21%	-2.4%	-21%	.
19) CCCn1nc(C(=O)Nc2ccc3c(c2)OCO3)c2ccccc2c1=O
    -1%	-9	.	18%	i	-4%	-0.6%	1%	-2%
20) CS(=O)(=O)Nc1ccccc1C(=O)N1CCCC1
    9%	2	-3%	-2%	i	-1%	0.0%	-6%	.
21) COCCNC(=O)C1(C)CCCN(C(=O)c2ccc(F)c(Cl)c2)C1 (stereo unspecified)
    .	16	11%	.	i	4%	0.4%	5%	.
22) Cc1cc(C)nc(SCc2ccc(C(=O)N/N=C/c3ccco3)cc2)n1
    1%	3	-19%	3%	i	-13%	3.2%	9%	-2%
23) COc1ccc2c(c1)CC(NC(=O)Nc1c(C)cc(C)cc1C)CO2 (stereo unspecified)
    .	.	.	18%	.	6%	0.4%	5%	.
24) COc1ccc(NC(=O)c2cnc(N3CCCCC3)c3ccccc23)cc1Cl
    .	.	.	-23%	.	-9%	-0.6%	?	.

Screening results as filed in PubChem.
